# Compound activity deposited in PubChem BioAssay by Sanford-Burnham Center for Chemical Genomics.
# Hep lipid drop: modulators of hepatic lipid droplet formation; inhibition, % at 6.5 µM; hit rate 0.4% among 240,000; AML12 mouse hepatocytes, oleate lipid droplets, BODIPY imaging; AID 1656;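 active means lipid droplet intensity inhibited by at least 50%, with more than 500 cells counted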
#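 Material – AML12 mouse liver cells · Also added – oleate loading, 100 µM · Compound dosing – 6.5 µM single-point dosing · Times – overnight treatment with compound plus oleate · Measured by – fluorescence imaging, 20x objective, two fields per well · Read-out – percent inhibition of filter-corrected integrated lipid droplet intensity per well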
# NOD2 inhibition: inhibition of NOD2-driven NF-kB reporter – cell-based, luminescence, uHTS, HEK293 (AID 1566); HEK293 NOD2/NF-kB luciferase reporter, luminescence; higher % means a stronger effect; inhibition, % at 4 µM; hits with a dose series show EC50 in µM; hit rate 0.63% among 290,000; in the data active means inhibition above about 50%; further: many of its hits are not listed in these tables
# Hep lipid drop cells 6.5 µM: second read-out of Hep lipid drop, no call of its own (marks repeat the call); cell count; measured here: cell count, cytotoxicity flag;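 cells counted across two imaged fields per well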
# Starred values were filed as active, the others as inactive. The list is partial; count on the stated rates, not on these rows.
# Below each compound: Hep lipid drop, Hep lipid drop cells 6.5 µM, NOD2 inhibition
> COc1ccc(C(CNc2nc(-c3cccnc3)nc3ccccc23)N(C)C)cc1 (configuration not stated)
    -12.3, 709, -7.4%
> CC1CCCN(C(=O)CSc2nnc(-c3cccs3)o2)C1 (configuration not stated)
    3.7, 808, -46.3%
> COc1ccc(N(CC(=O)NC2CCCC2)C(=O)Cn2nnc(-c3ccc(C)o3)n2)c(OC)c1
    -10.8, 737, 2.8%
> CC(=O)c1ccc(N2CCN(C(=O)C(=O)c3cn(CC(=O)N4CCCCCC4)c4ccccc34)CC2)cc1
    -7.6, 689, 4.1%
> O=C(CCS(=O)(=O)c1ccc(Br)cc1)NCc1ccc(F)cc1
    0.0, 737, 19.7%
> Cc1cc(C)cc(NC(=O)C2CCCN2S(=O)(=O)c2ccc3c(c2)C(C)(C)C(=O)N3C)c1 (configuration not stated)
    5.4, 853, 12.9%
> COC(=O)CN1C(=O)[C@H]2[C@@H](c3ccc(C)o3)N3C(=O)CN(Cc4ccc(-c5ccccc5)cc4)C(=O)[C@@]3(C)[C@H]2C1=O
    -2.5, 812, 11.2%
> O=C1CN(C(=O)c2ccccc2)C(c2ccc(F)cc2)c2cc(Br)ccc2N1 (configuration not stated)
    -4.3, 766, 26.2%
> CC(CCc1ccccc1)NC(=O)COC(=O)c1ccccc1Br (configuration not stated)
    0.4, 829, 10.8%
> CN(C)C(=O)CN1C(=O)NC(c2ccccc2)(c2ccccc2)C1=O
    -10.5, 744, -7.9%
> CCc1ccc(N=C2NC(=O)/C(=C/c3ccc(OCC(=O)O)cc3)S2)cc1
    2.0, 813, 12.2%
> O=C(OCC(=O)N1CCOCC1)c1ccc(Cl)cc1[N+](=O)[O-]
    14.8, 746, -13.8%
> CC(C)[C@H](NC(=O)c1c(F)cccc1F)C(=O)Nc1cccc(Br)c1
    -4.2, 815, 1.4%
> CCCc1cc(=O)oc2cc(OCC(=O)N3C[C@H]4C[C@@H](C3)c3cccc(=O)n3C4)c(Cl)cc12
    -9.1, 825, 1.8%
> O=C(c1ccc(-c2nc3ccccc3s2)o1)N1CCN(c2ccccc2O)CC1
    -3.9, 669, 1.9%
> O=C(Nc1ccc(F)cc1F)c1ccc2ncsc2c1
    21.6, 710, -6.0%
> CCOC(=O)CCC(=O)Nc1ccc(S(=O)(=O)N2CCc3ccccc32)cc1
    -3.9, 822, 5.2%
> CS(=O)(=O)N(CC(=O)NCCSCc1ccccc1Cl)c1ccccc1F
    -1.9, 826, -8.8%
> CCOC(=O)/C=C/C(=O)Nc1ccc(S(=O)(=O)N2CCc3ccccc32)cc1
    2.1, 836, 9.6%
> COc1ccc(Br)cc1CN(C)C(=O)c1cc(Cl)c2c(c1)OCCO2
    -5.7, 772, -28.4%

# (more compounds)
# Below each compound: Hep lipid drop, Hep lipid drop cells 6.5 µM, NOD2 inhibition
> CCCCS(=O)(=O)N1CCCC(C(=O)Oc2ccc(Cl)cc2)C1 (configuration not stated)
    8.0, 886, 3.7%
> COc1cc2[nH]c(C(=O)N3CCc4ccccc4C3)cc2c(OC)c1OC
    4.7, 744, 11.4%
> CCC(=O)N(Cc1cc(=O)[nH]c2ccccc12)c1ccccc1OC
    -11.7, 837, 2.4%
> CC(C)(C)Cc1nnc(NC(=O)CCC2CCCCC2)s1
    2.1, 839, 17.1%
> Cc1cccc(N2CCN(CC3CCCCC3)CC2)c1C
    -0.3, 812, -20.9%
> Fc1ccc(CNC2CCN(Cc3ccccc3)CC2)cc1
    7.2, 786, -28.0%
> COc1ccccc1N1CCN(S(=O)(=O)CCNC(=O)c2cc(OC)c(OC)c(OC)c2)CC1
    -5.2, 736, 14.0%
> Cc1cc(NC(=O)CSc2nnnn2-c2ccccc2F)no1
    -1.9, 814, 13.9%
> CCc1c(C)c2ccc(OC3CCCCC3=O)cc2oc1=O (configuration not stated)
    -13.0, 650, -40.2%
> CCn1c(CC(=O)Nc2ccccc2C)nnc1SCC(=O)Nc1nncs1
    9.0, 800, 4.8%
> NS(=O)(=O)c1ccc(CNS(=O)(=O)c2ccc3ccccc3c2)cc1
    -2.0, 711, 10.7%
> CC(=O)c1ccc(NC(=O)Nc2cccnc2)cc1
    -4.7, 606, -5.6%
> COCCCn1c(=O)c2sccc2n(Cc2cc(C(=O)OC)ccc2OC)c1=O
    -24.6, 808, 0.0%
> CC(C)(C)c1ccc(C(=O)n2cnc3ccccc32)cc1
    -0.1, 770, 20.3%
> CN1C(C(=O)Nc2ccc(OC(F)(F)F)cc2)=CC(c2cccs2)=NS1(=O)=O
    8.0, 712, -6.4%
> O=C(c1cnn(-c2cccc(F)c2)c1)c1ccccc1O
    -0.1, 812, -32.6%
> COc1ccc(S(=O)(=O)N2CCC(C(=O)NCCN3CCOCC3)CC2)cc1C
    -0.7, 760, -2.1%
> CS(=O)(=O)Nc1ccc(-c2nnc3n2CCCCC3)cc1
    4.2, 832, 11.1%
> Cn1c(CCNS(=O)(=O)c2ccccc2)nc2cc([N+](=O)[O-])ccc21
    -10.4, 690, 1.8%
> COc1ccc(/C=C2\SC(=O)N(CC(=O)Nc3ccc(O)cc3)C2=O)cc1OC
    36.2, 846, -9.7%

# Entries of single compounds from above. Order of screens: Hep lipid drop | Hep lipid drop cells 6.5 µM | NOD2 inhibition
# Results for CCc1c(C)c2ccc(OC3CCCCC3=O)cc2oc1=O (configuration not stated) = -13.0 | 650 | -40.2%
# Results for Cc1cccc(N2CCN(CC3CCCCC3)CC2)c1C = -0.3 | 812 | -20.9%
# Results for COc1ccc(S(=O)(=O)N2CCC(C(=O)NCCN3CCOCC3)CC2)cc1C = -0.7 | 760 | -2.1%
# Results for COc1cc2[nH]c(C(=O)N3CCc4ccccc4C3)cc2c(OC)c1OC = 4.7 | 744 | 11.4%

# Ordered by SMILES length (high to low): part of the list above.
# Below each compound: Hep lipid drop, Hep lipid drop cells 6.5 µM, NOD2 inhibition
> CCCCS(=O)(=O)N1CCCC(C(=O)Oc2ccc(Cl)cc2)C1 (configuration not stated)
    8.0, 886, 3.7%
> CS(=O)(=O)Nc1ccc(-c2nnc3n2CCCCC3)cc1
    4.2, 832, 11.1%
> CCc1c(C)c2ccc(OC3CCCCC3=O)cc2oc1=O (configuration not stated)
    -13.0, 650, -40.2%

# New compounds follow
# Below each compound: Hep lipid drop, Hep lipid drop cells 6.5 µM, NOD2 inhibition
> CN1CCN(NC(=O)Nc2cccc(F)c2)CC1
    -4.3, 674, -15.7%
> CCC(C(=O)NCc1ccc(C)cc1)c1ccccc1 (configuration not stated)
    -8.1, 751, 4.2%
> C=CCN(c1ccccc1)S(=O)(=O)c1ccc2c(c1)N(C(C)=O)CCO2
    -2.0, 750, 17.9%
> Cc1sc2nc(-c3ccc(Br)cc3)oc(=O)c2c1C
    -3.4, 803, -3.5%
> COc1ccc(CC(=O)Oc2ccc(F)cc2)cc1
    -0.7, 804, -9.9%
> CC(C)CCNC(=O)c1cc(S(=O)(=O)N2CCc3ccccc32)cn1C
    -12.4, 679, 26.2%
> Cc1cnc(C(=O)OCc2ccc(Br)cc2)cn1
    -0.9, 756, -14.4%
> CCn1c(=O)c2cc(C(=O)N(C)CC(OC)OC)sc2c2ccccc21
    9.6, 834, 18.2%
> CC(Oc1ccccc1)C(=O)NC1CCCCCCC1 (configuration not stated)
    -18.1, 692, 1.9%
> O=S(=O)(Nc1ccc(S(=O)(=O)N2CCOCC2)cc1)c1ccc(Br)cc1
    0.8, 823, 13.5%
> CC(=O)c1cccc(NC(=O)NNC(=O)c2ccc(-c3ccccc3)cc2)c1
    -2.7, 822, -11.0%
> Cc1cc(C)nc(Nc2cccc(Cl)c2)n1
    7.7, 811, 6.4%

# Part of the list above, limited to Hep lipid drop and Hep lipid drop cells 6.5 µM.
SMILES	Hep lipid drop	Hep lipid drop cells 6.5 µM
CCn1c(=O)c2cc(C(=O)N(C)CC(OC)OC)sc2c2ccccc21	9.6	834
COc1ccc(/C=C2\SC(=O)N(CC(=O)Nc3ccc(O)cc3)C2=O)cc1OC	36.2	846
Cc1cccc(N2CCN(CC3CCCCC3)CC2)c1C	-0.3	812
